Screens as filed in PubChem BioAssay.
Peg3 promoter = Peg3 promoter activity inhibition; HeLa PEG-Prom luciferase reporter, luminescence, overnight; inhibition, % at 20 µM; AID 588405; actives 1.7% (n = 360,000);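 active means inhibition of at least 50% at 20 µM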
hiPSC survival = hiPSC single-cell survival enhancement; actives 0.044% (n = 360,000); ATPlite luminescence; 100% = ROCK inhibitor wells, 0% = DMSO; survival enhancement, % at 20 µM; AID 602274; in the data active means survival enhancement above about 18%;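 further: cells exposed to compounds for 16 hours before the ATP read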
aDG glyco act = increases alpha dystroglycan glycosylation. Pro5-aDG cells, alpha-DG glycosylation AlphaScreen (IIH6); 0% Pro5, 100% B10-LARGE cell signal. activation, % at 10 µM. actives 0.22% (n = 360,000);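 active means activation of at least 8% versus controls, or a plate z-score of at least 8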;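 further: Pro5 are CHO cells carrying HIG-tagged alpha-DG that lacks glycosylation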
HIF-2a block = blocks HIF-2a reporter activity | 786-0 RCC cells HIF-2a reporter, luciferase luminescence, overnight | inhibition, % at 18.8 µM | actives 0.72% (n = 360,000);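 active means inhibition of the luminescence signal of 40% or more relative to plate controls, in a single-dose primary screen at 18.75 µM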
Vif inh = HIV Vif inhibition | actives 0.35% (n = 340,000) | inhibition, % at 7.49 µM | AID 602346 | HEK293T cells, Vif self-association by quenched fluorescence, imaging, 24 h; in the data active means inhibition above about 50%, passing the limit was not always enough; inconclusive means no clear call, values can overlap the other calls; inactive means below about 31%; further: some results filed as inactive read as strong as hits
PDI turbidity = blocks human protein disulfide isomerase activity; P07237; PDI insulin aggregation turbidity, A650, 90 min; inhibition, % at 10 µM; actives 0.052% (n = 350,000); AID 588391;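 active means mean inhibition across replicates of 30% or more, whatever share of single replicates reach that level; inconclusive means mean inhibition below 30% while every single replicate reaches 30%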;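 further: absorbance from insulin aggregation driven by PDI reduction with DTT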
Target sequence (P07237 whole entry, looked up): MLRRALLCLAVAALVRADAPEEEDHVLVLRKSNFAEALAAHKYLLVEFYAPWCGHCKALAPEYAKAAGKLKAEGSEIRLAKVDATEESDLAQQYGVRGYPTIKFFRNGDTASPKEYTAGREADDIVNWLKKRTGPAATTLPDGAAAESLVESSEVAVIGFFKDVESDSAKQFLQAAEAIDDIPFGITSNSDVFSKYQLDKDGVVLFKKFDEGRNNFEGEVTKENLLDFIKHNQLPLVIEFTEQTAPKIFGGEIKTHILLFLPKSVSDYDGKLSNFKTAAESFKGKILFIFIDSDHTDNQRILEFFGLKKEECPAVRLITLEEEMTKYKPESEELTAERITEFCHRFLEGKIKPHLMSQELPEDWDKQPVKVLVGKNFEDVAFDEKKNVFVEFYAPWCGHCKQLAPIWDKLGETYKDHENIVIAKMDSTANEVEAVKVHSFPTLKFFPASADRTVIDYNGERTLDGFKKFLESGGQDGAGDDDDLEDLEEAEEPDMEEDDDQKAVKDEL
Exocytosis inh = blocks lytic granule exocytosis. TALL-104 LAMP-1 surface exposure, flow cytometry; cells stimulated with thapsigargin and PMA. inhibition, % at 10 µM. actives 0.66% (n = 360,000);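 active means inhibition above about 55%, limit read from the data; inconclusive means no clear call, values can overlap the other calls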
MITF TRPM1 inh = MITF TRPM1 promoter inhibition in SK-MEL-5 cells. inhibition, % at 12.5 µM. AID 488899. actives 0.83% (n = 330,000). SK-MEL-5 TRPM1 promoter luciferase, 24 h;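 active means mean inhibition across replicates of 60% or more, whatever share of single replicates reaches that level; inconclusive means some that reach 60%, reason not given; inactive means mean inhibition across replicates below 60%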; further: values of inactives mirror those of a sister screen read the other way
NR2E3 ag-1 = NR2E3 (human) agonism | inhibition of corepressor binding, % at 4.78 µM | Q9Y5X4 | GST-NR2E3/biotin-RetCOR TR-FRET, 1536-well | actives 0.12% (n = 320,000) | AID 2300;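 active means percent inhibition above the cutoff of mean plus 3 SD of all tested compounds, set per screening campaign, cut at about 20% in these data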;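 further: 0% = DMSO wells and 100% = biotin wells as full block of FRET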
Target sequence (Q9Y5X4 whole entry, looked up): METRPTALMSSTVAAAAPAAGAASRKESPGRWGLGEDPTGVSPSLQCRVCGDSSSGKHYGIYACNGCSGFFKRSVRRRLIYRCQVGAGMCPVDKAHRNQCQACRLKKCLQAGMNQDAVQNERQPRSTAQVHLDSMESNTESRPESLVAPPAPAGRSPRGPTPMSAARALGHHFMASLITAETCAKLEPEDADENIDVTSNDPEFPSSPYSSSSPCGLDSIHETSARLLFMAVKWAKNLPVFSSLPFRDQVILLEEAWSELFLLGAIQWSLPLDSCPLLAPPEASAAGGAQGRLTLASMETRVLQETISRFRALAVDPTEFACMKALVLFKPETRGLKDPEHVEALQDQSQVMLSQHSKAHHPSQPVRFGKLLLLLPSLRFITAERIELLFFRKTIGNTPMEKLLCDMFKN
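system = GST-tagged NR2E3 plus biotinylated RetCOR corepressor | input = 1.35 nM GST-NR2E3 | also added = 7 nM biotin-RetCOR | schedule = 5 h incubation at 4 °C | measured by = TR-FRET with europium anti-GST and streptavidin-D2, 340 nm excitation | read-out = percent loss of FRET ratio relative to control wells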
CaV13 ICDI inh = Disruptors of the CACNA1D IQ motif to Ca2+-dependent inactivation inhibitor domain association, primary screening, Förster resonance energy transfer in intact living …; HEK cells, CFP/YFP FRET ICDI-IQ, plate reader, 10 min; percent FRET-ratio fall versus neutral wells; inhibition, % at 12.3 µM; actives 0.098% (n = 340,000); AID 743397;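 active means mean replicate inhibition of at least 30% and at least 1% of replicates passing that level; inconclusive means only one of the two criteria is met; inactive means neither criterion is met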;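 further: 0% = median of the neutral control wells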
NR2E3 ag-2 = human photoreceptor-specific nuclear receptor agonism; Q9Y5X4; CHO-S Gal4-NCOR/VP16-NR2E3 two-hybrid, luciferase; inhibition of corepressor binding, % at 3.98 µM; actives 0.35% (n = 360,000); AID 602229;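 active means inhibition above the mean of all tested compounds plus 3 SD, cut at about 70% in these data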;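 further: 0% = DMSO with NR2E3 transfected cells and 100% = cells lacking NR2E3 construct; higher means lower luciferase signal from less NR2E3 corepressor binding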
* marks the source's active call; other numbers are inactive results; ? = inconclusive; / = no result given.

mol	MITF TRPM1 inh	Exocytosis inh	hiPSC survival	NR2E3 ag-2	Vif inh	HIF-2a block	PDI turbidity	CaV13 ICDI inh	Peg3 promoter	NR2E3 ag-1	aDG glyco act
CCNc1nc(NC(C)(C)C)nc(SC(C(C)=O)C(C)=O)n1	-13	0	-1.1	13	1	-2	6	-4	11	0	-0.2
COc1cccc(NC(=O)c2ccc(N3C(=O)C4CC=C(C)CC4C3=O)cc2)c1 (configuration not stated)	1	8	0.7	25	-7	14	-4	-14	38	2	0.1
COc1ccc(-c2csc(N3CCC(C(N)=O)CC3)n2)cc1	-42	-7	-2.0	-128	-2	-210	-7	-6	-142	/	0.4
NC(=O)COC(=O)CC12CC3CC(CC(C3)C1)C2	-12	11	0.2	-35	4	18	-1	-10	6	-2	0.0
O=C(CC1CCCC1)Nc1ccc(Br)cc1	-82	8	-0.5	-59	3	-223	1	-6	-267	6	0.0
Cn1c(SCC(=O)Nc2ccc(C(N)=O)cc2)nnc1-c1cccs1	10	-3	-0.3	-10	19	4	-2	-2	-96	-3	0.2
O=C(CN1CCN(C(=O)c2ccccc2)CC1)Nc1ccc(Cl)cc1F	4	5	-0.3	9	-13	7	0	-4	8	3	0.3
CCN(C(C)=O)c1cccc2ccccc12	2	4	4.7	3	4	10	-8	/	13	1	0.1
COc1ccc(S(=O)(=O)N(C)C)cc1NC(=O)[C@H](Cc1ccccc1)N1C(=O)c2ccccc2C1=O	0	-2	-0.9	-10	-2	18	-4	-7	-4	-2	0.0
COc1cc(/C=N/OCC(=O)Nc2ccc(OC(F)F)cc2)ccc1OCc1ccccc1	-7	1	-1.0	-69	1	-120	16	-8	-61	2	0.0
CCOC(=O)Cc1ccc(NC(=O)c2ccccc2Br)cc1	-13	0	-0.7	3	10	-53	-2	-7	-58	-3	0.3
COc1ccc(NC2=NCC(=O)N2Cc2cccs2)cc1	11	-5	2.7	-5	-13	-6	-2	-7	9	0	-0.1
Cc1ccc(NC(=O)CN(C)S(=O)(=O)c2cccc3cccnc23)c(C)c1	1	52	0.8	-14	-3	1	0	-4	4	2	0.2
COc1ccc(-c2nc(CS(=O)CC(=O)NCc3ccc(Cl)cc3)c(C)o2)cc1 (configuration not stated)	5	1	-1.3	-2	-6	1	/	-6	14	2	0.0
COc1ccc(-c2cc(C(=O)NCC(c3ccccc3)N(C)C)c3ccccc3n2)cc1OC (configuration not stated)	0	6	-0.6	-5	3	-28	5	-18	17	1	-0.1
O=C(NC1CCCCC1)c1ccc(-c2ccccc2)cc1	-74	-7	0.3	-60	5	-246	-3	-5	-168	-2	0.0
Cc1ccc(C2(C)NC(=O)N(CC(=O)Nc3ccc(N4CCOCC4)cc3N3CCOCC3)C2=O)cc1 (configuration not stated)	-10	-4	-0.4	-22	-7	3	10	-6	9	1	0.1
CCOC(=O)c1[nH]ncc1CN1CCC(Cc2cccc(OC)c2)(C(=O)OCC)CC1	-14	-2	-0.6	-15	10	14	0	-1	4	1	0.0
Cc1ccc(CNC(=O)Cn2c(=O)n(-c3ccccc3)c(=O)c3sccc32)cc1	5	-4	0.0	8	6	0	-2	-3	-13	2	0.0
Oc1ccc(Br)cc1C1Nc2ccccc2S1 (configuration not stated)	-34	-6	1.2	-46	1	-194	3	-3	-121	-8	0.0
COc1cc(C(=O)OCc2ccccc2C#N)ccc1OCC(=O)N1CCOCC1	9	-2	-0.5	-18	4	-39	-5	-2	0	3	0.5
Cc1ccc(CNCC(O)(c2ccccc2)c2ccc(F)cc2)cc1 (configuration not stated)	-10	-3	-3.3	4	-10	13	-2	-5	2	2	0.0
OC[C@H]1O[C@H](c2nc(-c3nc(-c4cccc(-n5cccc5)c4)no3)cs2)C[C@@H]1O	/	-10	0.3	-33	-15	-166	-3	-8	-89	/	0.1
CCC(c1nnnn1CCOC)N1CCN(Cc2ccccc2OC)CC1 (configuration not stated)	1	-1	1.4	3	9	4	12	0	1	2	0.2
O=CC1=C(N2CCOCC2)/C(=C\c2ccccc2)CC1	-7	4	-1.0	-23	-1	-1	-1	-6	5	0	0.4

Compound profiles, as listed above:
CCOC(=O)c1[nH]ncc1CN1CCC(Cc2cccc(OC)c2)(C(=O)OCC)CC1 is entered as MITF TRPM1 inh = -14; Exocytosis inh = -2; hiPSC survival = -0.6; NR2E3 ag-2 = -15; Vif inh = 10; HIF-2a block = 14; PDI turbidity = 0; CaV13 ICDI inh = -1; Peg3 promoter = 4; NR2E3 ag-1 = 1; aDG glyco act = 0.0
CCNc1nc(NC(C)(C)C)nc(SC(C(C)=O)C(C)=O)n1 is entered as MITF TRPM1 inh = -13; Exocytosis inh = 0; hiPSC survival = -1.1; NR2E3 ag-2 = 13; Vif inh = 1; HIF-2a block = -2; PDI turbidity = 6; CaV13 ICDI inh = -4; Peg3 promoter = 11; NR2E3 ag-1 = 0; aDG glyco act = -0.2

Additional structures follow.
mol	MITF TRPM1 inh	Exocytosis inh	hiPSC survival	NR2E3 ag-2	Vif inh	HIF-2a block	PDI turbidity	CaV13 ICDI inh	Peg3 promoter	NR2E3 ag-1	aDG glyco act
Cc1cc(N2C(=O)C3C4CC(C(Br)C4Br)C3C2=O)no1 (configuration not stated)	-2	8	1.7	4	-4	14	2	-4	-4	-3	-0.1
Cn1c(SCC(=O)N2CCc3ccccc32)nnc1C1CC1	-1	-1	0.7	-5	8	-8	-2	-4	-2	0	0.1
CC1CCc2nc(NCCO)nc(C(F)(F)F)c2C1 (configuration not stated)	2	1	-0.1	-14	25	6	-1	/	24	2	0.1
O=C(N/N=C/c1cccnc1)/C(=C\c1cccs1)NC(=O)c1ccccc1	-5	-1	0.0	-29	-6	9	16	-4	20	-2	-0.2
CCCN(CC(=O)Nc1ccccc1OC)C(=O)CSc1nc(C)cc(C)n1	2	-4	-0.5	15	0	6	-3	-1	10	-4	0.1
CCOc1cccc(C2C(C(=O)c3ccc(C)o3)=C(O)C(=O)N2CCCn2ccnc2)c1 (configuration not stated)	-1	13	-0.4	-9	-10	-3	-9	-4	-7	24*	0.2
C=CCCC(=O)N1CCC(n2nccc2NC(=O)c2ccc(OC)cc2)CC1	-8	-7	-0.4	-23	-4	-79	-19	-7	-51	1	0.0
Cc1ccc(C(=O)N2CCN(c3ccc(Cl)cc3)CC2)cc1	-1	2	-0.8	32	/	-2	7	/	-7	-1	0.3
O=C(COC(=O)C1CCC(=O)N1)Nc1ccc(Br)cc1 (configuration not stated)	-13	-1	-1.7	-31	4	-1	-11	-5	-15	2	0.3
CCOC(=O)N1CCN(C(=O)c2cccc(NC3=NC4CS(=O)(=O)CC4S3)c2)CC1 (configuration not stated)	5	1	2.5	-2	1	17	-3	-10	8	1	-0.2
CC1CN(C(=O)Nc2cccc(C(F)(F)F)c2)CC(C)O1 (configuration not stated)	-7	-4	0.8	6	-9	11	-10	-5	11	-2	0.3
Cc1nc(C(=O)NCC(=O)c2ccccc2)c(C(F)(F)F)o1	10	-8	0.0	-13	-11	-14	1	-4	4	-2	0.1
Cn1c(=O)n(C)c2cc(/C=N/NC(=O)c3cc4cc(Br)ccc4o3)ccc21	-2	-1	0.7	-10	-19	2	-3	-5	-13	-35	0.2
COCCCNC(=S)Nc1ccc(C)cc1	4	0	-0.3	-3	20	-7	6	-5	-11	0	0.1
Cn1cnc([N+](=O)[O-])c1S(=O)(=O)c1cccc(Cl)c1	18	25	-3.3	-22	-3	35	3	-4	111*	2	-0.6
COc1ccc(/C=C(\C#N)C(=O)Nc2cccc(C)n2)cc1	14	2	0.2	-15	-9	-168	1	-18	-99	3	0.0
CC1(C)COC(c2cccn2Cc2ccc(F)cc2Cl)=N1	3	0	-4.3	24	-24	2	-1	-4	14	2	3.0
CCOC(=O)C1=CN(Cc2cccc(F)c2)S(=O)(=O)N(CC)C1c1cccc(OC)c1 (configuration not stated)	5	-2	-1.0	7	-6	8	6	-6	16	/	-0.1
Cc1ccc(C(=O)Nc2ncc(C)s2)o1	-14	2	-1.7	-82	-5	-127	0	-8	-219	3	-0.1
CN1CCN(c2ccc(C(F)(F)F)cc2NC(=O)Nc2ccccc2)CC1	9	-8	-0.4	13	-5	-36	8	-4	42	1	0.1
O=C(CSCc1ccccc1)Nc1ccc2c(c1)C(=O)NC2=O	11	9	-1.3	-20	0	6	1	-3	8	-3	-0.1
CCCn1c2ccccc2c2cnn(CC(=O)NCCN(CC)CC)c(=O)c21	-12	?	-0.5	10	0	9	-2	-5	-7	0	0.4
CC1(C)OC(=O)C(=Cc2ccc[nH]2)C(=O)O1	3	-2	0.1	-3	-2	12	-2	-13	9	0	0.0
CCCCSc1cnn(-c2ccccc2)c(=O)c1SCCCC	9	-5	-1.1	21	-31	19	1	-5	25	2	0.3
O=C(NCc1nnc(SCC(=O)N2CCC(Cc3ccccc3)CC2)o1)c1ccco1	10	0	-0.4	9	10	18	7	-2	8	0	0.1
O=C(NC1CCCCC1)C(c1cccnc1)N(C(=O)CCl)c1ccccc1Cl (configuration not stated)	20	-1	-3.1	23	-9	30	-3	-2	30	0	0.4
O=C1CCC[C@@H]2C[C@@]3(C[C@@H]4CCN1[C@H]24)Nc1cc([N+](=O)[O-])ccc1NC3=NC1CCCCC1	3	2	-1.9	10	2	5	-4	-6	4	/	-0.3
CCOC(=O)c1sc(NC(=O)CSc2n[nH]c(CC)n2)nc1C	-21	-1	-0.8	6	8	-2	2	-8	7	2	-0.1
